ERG-DNA inh: ERG Ets/DNA interaction inhibition; AID 624246; fluorescence polarization, His-ERG Ets domain / labelled DNA; Potency, µM (doses to about 76.9 µM), inactives show at the top dose FP activity, negative = inhibition, most hits filed as inhibitors; 0.028% of 370,000 active; active = well fitted inhibition curve with a large enough effect in the polarisation, with a control signal flat; inconclusive = small, poorly fitted or top-dose-only effect, or effect the other way, or a change in a side signal; inactive = no such curve, though single readings can be large or run the other way; the % refers to the polarisation;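 note: polarization taken with two DNA probes labelled with fluorescein and Texas red; % of control where 0% means no effect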
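His-tagged ERG Ets domain (1 uM in the protein solution; 300mM KCl, 50mM Tris-HCl, 1mM EDTA, 1mM DTT, pH 7.5) received compound, then a probe mix of 5 nM fluorescein-DNA and 100nM Texas-615-DNA. Fluorescence polarization was read for both dyes.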
Tb PGK inh: inhibitors of T. brucei phosphoglycerate kinase | P07378 | 0.043% of 380,000 active | AID 602233 | PGK/GAPDH coupled, Kinase-Glo luminescence, 60 min | Potency, µM (highest dose often 57.5 µM), inactives show top-dose activity change, negative = inhibition, most hits filed as inhibitors; note: % is set by controls: 0 for no effect and ±100 for the full control effect; nearly all actives have a fitted effect of over 60% in size
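Recombinant glycosomal PGK reaction used 1,3-bisphosphoglycerate generated in-well by GAPDH (100nM final) in 100mM TEA pH 7.6, 5mM MgCl2, 0.01% Tween-20. After 60 minutes at room temperature, ATP was read by Kinase-Glo Plus luminescence end-point.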
HP1b binding inh: blocks HP1-beta chromodomain binding to methylated histone tails; Potency, µM (titrated, usually from 114 µM), for inactives: at the highest dose activity change, negative = inhibition, hits mostly inhibitors; 0.56% of 390,000 active; AlphaScreen HP1-beta / biotin-H3K9me3 peptide binding; note: nearly all actives have a fitted effect of over 70% in size; inactives centre near 23
Target sequence (P83916 whole entry, looked up): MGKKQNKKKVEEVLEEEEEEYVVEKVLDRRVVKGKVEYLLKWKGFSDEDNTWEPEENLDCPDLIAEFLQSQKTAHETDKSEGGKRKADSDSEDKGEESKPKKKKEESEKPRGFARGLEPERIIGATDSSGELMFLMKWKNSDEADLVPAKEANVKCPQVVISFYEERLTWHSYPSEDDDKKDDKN
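AlphaScreen: HP1-beta (50 nM) preformed 30 min with biotin-H3(1-18)K9me3 peptide (50 nM) in PBS pH 7.4, 0.01% Tween-20. Compound added for 30 min at RT, then streptavidin donor/nickel chelate acceptor beads (10 ug/mL) for 30 min.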
JMJD2A Tudor inh: inhibitors of human JMJD2A Tudor domain; O75164; AlphaScreen JMJD2A-Tudor / H3K4me3 peptide binding; Potency, µM (series often up to 114 µM), for the others: top-dose activity change, negative = inhibition, hits mostly inhibitors; 4.4% of 390,000 active; AID 504339; note: % is set by controls: 0 for no effect and ±100 for the full control effect; nearly all actives have a fitted effect of over 50% in size
RGS4 inhibitor: blocks human RGS4-accelerated GTP hydrolysis. P49798. Transcreener GDP fluorescence polarization, RGS4-accelerated GTP hydrolysis. Potency, µM (titrated, usually from 114 µM), for the others: at the top dose activity change, negative = inhibition, hits mostly inhibitors. 0.039% of 390,000 active. AID 504845; note: % is set by controls: 0 for no effect and ±100 for the full control effect; nearly all actives have a fitted effect of over 75% in size; some results filed as inactive show a strong effect at the top dose
Target sequence (P49798 whole entry, looked up): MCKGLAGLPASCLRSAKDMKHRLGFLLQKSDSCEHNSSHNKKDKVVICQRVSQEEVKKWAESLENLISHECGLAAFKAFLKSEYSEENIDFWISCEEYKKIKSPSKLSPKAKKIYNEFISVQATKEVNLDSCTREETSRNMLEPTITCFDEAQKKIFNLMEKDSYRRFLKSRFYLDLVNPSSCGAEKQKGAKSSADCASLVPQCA
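MLSMR compounds (23 nl, pin-transferred) preincubated 10 min at room temperature with a 500nM (2x) first reagent, then RGS4 at 900nM (2x) plus Transcreener GDP mix added; fluorescence polarization (620/688 nm) read before and after 90 min at 30 °C.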
12-LOX inh: blocks human arachidonate 12S-lipoxygenase. AID 1671190. 1.1% of 580,000 active. P18054. Potency, µM (series often up to 108 µM), inactives show at the top dose activity change, negative = inhibition, most hits filed as inhibitors. purified 12hLO, xylenol orange hydroperoxide absorbance; note: % is set by controls: 0 for no effect and ±100 for the full control effect
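Purified human 12hLO (150 nM final) in 25 mM Hepes, 0.01% Triton X-100, pH 7.0 was preincubated 15 min at room temperature with compound. Then 40 uM arachidonic acid was added, 30 min. Hydroperoxide was read by Fe-XO absorbance ratio 573/405 nm.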
rTrxR1 inhibitor: rat TrxR1 inhibition; recombinant rTrxR1, NADPH fluorescence consumption, selenite substrate; Potency, µM (top dose mostly 114 µM), for inactives: at the highest dose activity change, negative = inhibition, most hits filed as inhibitors; 1% of 390,000 active; AID 588453; note: % is set by controls: 0 for no effect and ±100 for the full control effect; nearly all actives have a fitted effect of over 65% in size
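Rat TrxR1 (90 nM in the dispensed reagent) was pre-reduced with 400 uM NADPH for 5 min at room temperature, then incubated with compound for 15 min. After 400 uM selenite was added, NADPH fluorescence (Ex 340/Em 450 nm) was followed for 8 min.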
Pin1 inhibitor: inhibitors of human Pin1. Q13526. Pin1 FP peptide displacement, HiFluor488, 10 min. Potency, µM (titrated, usually from 115 µM), inactives show top-dose activity, negative = inhibition, actives largely listed as inhibitors. 0.009% of 390,000 active. AID 504891; active = well fitted inhibition curve with a large enough effect in the polarisation, with a control signal flat, not every such curve was filed as active; inconclusive = small, poorly fitted or top-dose-only effect, or effect the other way, or a change in a side signal; inactive = no such curve, though single readings can be large or run the other way; the % refers to the polarisation; note: % is set by controls: 0 for no effect and ±100 for the full control effect
GLS inhibitor: glutaminase GLS (human) inhibition; 0.21% of 410,000 active; O94925; Potency, µM (doses to about 45.5 µM), without a hit: at the top dose activity change, negative = inhibition, hits mostly inhibitors; GLS enzymatic activity, qHTS titration; AID 624170; note: % is set by controls: 0 for no effect and ±100 for the full control effect
Target sequence (O94925 whole entry, looked up): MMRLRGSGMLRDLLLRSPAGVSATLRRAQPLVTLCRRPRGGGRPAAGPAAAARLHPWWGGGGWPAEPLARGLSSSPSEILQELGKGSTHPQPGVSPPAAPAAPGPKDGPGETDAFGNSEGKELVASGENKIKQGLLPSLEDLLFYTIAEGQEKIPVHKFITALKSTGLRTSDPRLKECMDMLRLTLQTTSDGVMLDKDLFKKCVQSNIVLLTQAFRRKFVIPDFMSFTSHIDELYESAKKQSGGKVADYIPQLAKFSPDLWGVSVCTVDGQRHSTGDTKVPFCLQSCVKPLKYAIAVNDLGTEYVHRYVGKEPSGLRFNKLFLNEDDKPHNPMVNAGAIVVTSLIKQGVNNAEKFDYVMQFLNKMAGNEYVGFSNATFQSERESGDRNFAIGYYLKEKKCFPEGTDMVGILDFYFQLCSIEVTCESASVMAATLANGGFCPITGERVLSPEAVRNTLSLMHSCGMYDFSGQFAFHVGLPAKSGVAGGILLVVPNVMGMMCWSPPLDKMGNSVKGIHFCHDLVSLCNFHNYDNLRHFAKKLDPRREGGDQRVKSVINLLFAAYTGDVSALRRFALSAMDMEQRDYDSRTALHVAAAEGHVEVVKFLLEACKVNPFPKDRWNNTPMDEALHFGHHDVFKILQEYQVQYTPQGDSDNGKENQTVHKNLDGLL
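Enzyme dispensed in phosphate buffer (45 mM, pH 8.2, 0.02% Tween-20), compounds pinned in, then 1 mM L-glutamine solution and the glutamate oxidase–HRP–Amplex Red mix added; fluorescence read immediately and again after 30 min at room temperature.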
The depositor's hits bear a star; i = inactive; u = inconclusive; x = not tested or not shown; & = joins results of further samples; [ ] = another dose, or the depositor's remark. Unless noted, calls come from the whole dose curve; as a rule, active = well fitted curve in the direction sought with a large enough effect; inconclusive = small, poorly fitted or top-dose-only effect, or another doubt; inactive = no such curve, though single readings can be large; an effect the other way counts as inactive or inconclusive. Potency is the fitted concentration of half-maximal effect. Some of the compounds tested; count on the stated rates, not on these rows.

Screens by letter – A = ERG-DNA inh; B = Tb PGK inh; C = HP1b binding inh; D = JMJD2A Tudor inh; E = RGS4 inhibitor; F = 12-LOX inh; G = rTrxR1 inhibitor; H = Pin1 inhibitor; I = GLS inhibitor
> COc1ccc(Cn2c(CCC(=O)N3CCN(c4ccccn4)CC3)nc3ncccc3c2=O)cc1
  A = -1%	B = -14%	C = 5%	D = -7%	E = 28%	F = -3%	G = 13%[57.1 µM]	H = 14%	I = -2%

> COc1ccc(N2C(=NC(=O)C(C)Oc3ccccc3)SC3CS(=O)(=O)CC32)cc1 (stereo not given)
  A = 0%	B = i	C = 22%	D = -24%	E = 36%[11.4 µM]	F = -17%	G = 16%	H = 5%	I = 0%

> Cc1cccc(N2CCN(C(=O)C3CCN(S(=O)(=O)N4CCOCC4)CC3)CC2C)c1 (stereo not given)
  A = -1%	B = 0%	C = 13%	D = -10%	E = -25%[56.9 µM]	F = 0%	G = 3%	H = 0%	I = 17%

> Cc1cc2oc(=O)cc(CNc3ccccc3F)c2cc1O
  A = 6%	B = 5%	C = 1%	D = -8%	E = 7%	F = u	G = -4%	H = 3%	I = 4%

> CCOC(=O)c1oc2c(CN3CCN(C)CC3)c(O)ccc2c(=O)c1-c1ccc(Br)cc1
  A = 8%	B = 0%	C = 17%	D = -9%	E = 17%	F = -16%	G = 2%	H = 3%	I = 1%

> O=C(NCc1ccco1)C(c1cccs1)N(C(=O)Cc1cccs1)c1ccccc1 (stereo not given)
  A = -2%	B = -1%	C = 27%	D = -20%	E = -15%	F = -15%	G = u	H = 7%	I = -1%

> CN(C)C(=S)Nc1cccc(F)c1
  A = -13%	B = -14%	C = 24%	D = 1%	E = 12%	F = 76%[activator]	G = 18%	H = -7%	I = 1%

> O=S(=O)(c1ccc(-c2cc(C(F)(F)F)on2)s1)N1CCN(c2ccccc2F)CC1
  A = 1%	B = -15%	C = -5%	D = -18%	E = -42%	F = u	G = 2%[57.1 µM]	H = -1%	I = -13%

> Cc1ccc(NC(=O)CCn2c(=S)oc3ccccc32)cc1
  A = -2%	B = -2%	C = 55%[activator]	D = -3%	E = -7%	F = 1%	G = 8%	H = -3%	I = -5%

> Cc1ccc(NC(=O)C2CCCN(C(=O)Nc3ccc(F)cc3)C2)cc1 (stereo not given)
  A = -12%	B = -8%	C = 27%	D = 2%	E = -18%	F = 1%	G = -4%	H = -3%	I = 0%

> Cc1cc2c(cc3c(=O)n(CC(=O)NCc4ccccc4Br)ncn32)s1
  A = 0%	B = 12%	C = 41%[activator]	D = 0%	E = 7%	F = -29%	G = 22%	H = 0%	I = 3%

> O=C(COC(=O)c1ccc(Oc2ccccc2)cc1)Nc1nnc(-c2ccccc2)o1
  A = 0%	B = -1%	C = 25%	D = -18%	E = 23%	F = u	G = -9%	H = 16%	I = 12%

> CCCCc1nn2c(=O)cc(COC(=O)c3ccccc3NC(=O)c3cccc(C)c3)nc2s1
  A = -3%	B = -4%	C = 7%	D = -12%	E = -5%	F = -6%	G = 5%[57.1 µM]	H = 3%	I = 8%

> CCC(=O)N1c2ccccc2CC1C(=O)NCCCN1CCN(c2cccc(Cl)c2)CC1 (stereo not given)
  A = 3%	B = -8%	C = 34%	D = -14%	E = 15%	F = u	G = 11%[57.1 µM]	H = -12%	I = 3%

> Cc1ccc(N2C(=O)c3ccc(C(=O)O)cc3C2=O)c(C)c1
  A = -8%	B = 3%	C = 47%[activator]	D = -5%[57.1 µM]	E = -39%	F = -24%	G = 13%	H = 2%	I = 1%

> Cc1ccc(S(C)(=O)=NS(=O)(=O)c2cccc3nsnc23)cc1 (stereo not given)
  A = -6%	B = -1%	C = 10%	D = -12%	E = 27%	F = 0%	G = 23%	H = 1%	I = 2%

> CC(C)OCCCN1CC(=O)N2C(c3cccc([N+](=O)[O-])c3)c3[nH]c4ccccc4c3C[C@H]2C1=O (stereo not given in full)
  A = 2%	B = 7%	C = -2%	D = -34%	E = -14%	F = -3%	G = 31%	H = u	I = 2%

> COc1ccc(C)cc1NC(=O)C(C)N1CCOCC1 (stereo not given)
  A = 8%	B = 7%	C = 32%	D = -8%	E = 20%	F = 11µM*	G = 26%	H = -7%	I = u

> CC1=C/C(=N\NC(=O)c2ccc(O)cc2)CC1
  A = -2%	B = 3%	C = 14%	D = u	E = 1%	F = 1%	G = 1%[57.1 µM]	H = 5%	I = 9%

> N#Cc1c(NC(=O)C2CC(c3ccccc3Cl)=NO2)sc2c1CCC2 (stereo not given)
  A = -5%	B = x	C = -26%	D = -23%	E = -27%	F = u	G = 8%	H = 12%	I = 9%

> CCCC1=C(C(=O)OCC)C(c2ccccc2OCC)NC(=O)N1C (stereo not given)
  A = 6%	B = -6%	C = 29%	D = -5%	E = 12%	F = 0%	G = -8%	H = 15%	I = -8%

> COCc1cc(=O)[nH]c(-c2ccc(C(F)(F)F)cc2)n1
  A = -13%	B = 0%	C = 28%	D = u	E = 6%	F = 161%[activator]	G = -6%[57.1 µM]	H = 1%	I = -2%

> COc1ccc(C)cc1NC(=O)NCc1ccc(F)cc1
  A = -2%	B = x	C = 47%[activator]	D = -8%	E = -22%	F = 2%	G = 26%	H = -9%	I = 16%

> CCOC(=O)c1cc(=O)cc(C(=O)OCC)o1
  A = -8%	B = 0%	C = 25%	D = -4%	E = 1%	F = u	G = -7%	H = -8%	I = 7%

> CNC(=O)c1cc(-c2ccc(Cl)cc2)n(-c2ccccc2)n1
  A = 14%	B = -2%	C = -20%	D = -22%	E = 6%	F = 10%	G = u	H = 0%	I = -5%

Taken from above.
12-LOX inh with Cc1cc2c(cc3c(=O)n(CC(=O)NCc4ccccc4Br)ncn32)s1 is entered as -29%
JMJD2A Tudor inh with Cc1ccc(S(C)(=O)=NS(=O)(=O)c2cccc3nsnc23)cc1 (stereo not given) is entered as -12%

The list goes on.
Screens by letter – A = ERG-DNA inh; B = Tb PGK inh; C = HP1b binding inh; D = JMJD2A Tudor inh; E = RGS4 inhibitor; F = 12-LOX inh; G = rTrxR1 inhibitor; H = Pin1 inhibitor; I = GLS inhibitor
> Cc1nn(-c2ccccc2)c(-n2cccc2)c1C(=O)NCCc1ccc(Cl)cc1
  A = -2%	B = -5%	C = 87%[activator]	D = 11%	E = -22%	F = -24%	G = -3%	H = 3%	I = -15%

> Fc1ccc(C2=Nn3c(nnc3-c3n[nH]c4c3CCC4)SC2)cc1
  A = -1%	B = 2%	C = 44%	D = -3%	E = 0%	F = -15%	G = 2%[57.1 µM]	H = 5%	I = 15%

> Cc1ccccc1OCCC(=O)OCC(=O)c1c(N)n(CC(C)C)c(=O)n(C)c1=O
  A = 4%	B = -1%	C = 13%	D = -20%	E = -39%	F = i	G = 2%	H = 3%	I = -2%

> COC(=O)c1[nH]c2ccc(Br)cc2c1NC(=O)Oc1ccccc1
  A = 4%	B = -5%	C = -5%	D = -33%	E = -22%	F = -24%	G = -3%	H = 5%	I = 19%

> COc1ccc(Cn2c(=N)c(C(=O)NCC3CCCO3)cc3c(=O)n4ccccc4nc32)cc1 (stereo not given)
  A = -3%	B = -6%	C = 21%	D = -16%	E = 5%	F = -5%	G = 10%	H = 23%	I = 4%

> Cc1ccc(CN2CCN(Cc3ccc(Oc4ncccn4)cc3)CC2CCO)cc1 (stereo not given)
  A = 0%	B = -1%	C = 39%[activator]	D = -4%	E = 20%	F = -9%	G = 14%	H = -1%	I = 2%

> CN(C)N=Nc1nc[nH]c1C(N)=O
  A = 4%	B = i	C = 36%	D = -25%	E = 6%	F = -4%&69%	G = 11%	H = -19%	I = -3%

> COC(=O)N1CCN(c2ccc(Cl)c(Cl)c2)CC1
  A = -2%	B = -1%	C = 23%	D = 23%	E = -13%	F = -22%	G = 14%	H = 2%	I = 11%

> COc1ccccc1CCNC(=O)C(=O)NCC(c1ccco1)S(=O)(=O)c1cccs1 (stereo not given)
  A = 1%	B = i	C = 5%	D = -6%	E = -21%	F = 1%	G = 4%[57.1 µM]	H = 0%	I = 9%

> Cc1ccccc1C(=O)Nc1nnc(CC(=O)N/N=C/c2ccncc2)s1
  A = -2%	B = 13%	C = 6%	D = -28%	E = -17%	F = 135%[activator]	G = 4%[57.1 µM]	H = 38%[activator]	I = 6%

> COCCn1nnnc1CN(Cc1cccnc1)Cc1cc2cc(OC)ccc2[nH]c1=O
  A = -2%	B = 2%	C = 17%	D = -13%	E = -42%	F = -15%	G = -1%[57.1 µM]	H = -1%	I = -9%

> COc1ccc(CCN2C(=S)NC3CC2(C)Oc2ccc([N+](=O)[O-])cc23)cc1OC (stereo not given)
  A = -3%	B = -1%	C = -2%	D = -34%	E = 20%	F = u	G = 0%	H = 13%	I = 10µM*

> O=c1c2cc(N3CCOCC3)ccc2[nH]c(=S)n1CCc1ccccc1
  A = -1%	B = -4%	C = 40%[activator]	D = 13%	E = -28%	F = 9%	G = 22%[57.1 µM]	H = 3%	I = -11%

Entries above marked active in 12-LOX inh:
Screens by letter – A = ERG-DNA inh; B = Tb PGK inh; C = HP1b binding inh; D = JMJD2A Tudor inh; E = RGS4 inhibitor; F = 12-LOX inh; G = rTrxR1 inhibitor; H = Pin1 inhibitor; I = GLS inhibitor
> COc1ccc(C)cc1NC(=O)C(C)N1CCOCC1 (stereo not given)
  A = 8%	B = 7%	C = 32%	D = -8%	E = 20%	F = 11µM*	G = 26%	H = -7%	I = u
